Screens: PubChem BioAssay, several laboratories
Rtt109 Vps75: C. albicans Rtt109 histone acetyltransferase inhibition | Q5AAJ8 | purified Rtt109/Vps75, ThioGlo CoA-SH fluorescence, 4 h | inhibition, % at 34.9 µM | hit rate 0.16% among 330,000 | AID 540336;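 active means inhibition of at least 50% in every replicate; inconclusive means best replicate reaches 50% inhibition but some replicates fall short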
Target sequence (Q5AAJ8 whole entry, looked up): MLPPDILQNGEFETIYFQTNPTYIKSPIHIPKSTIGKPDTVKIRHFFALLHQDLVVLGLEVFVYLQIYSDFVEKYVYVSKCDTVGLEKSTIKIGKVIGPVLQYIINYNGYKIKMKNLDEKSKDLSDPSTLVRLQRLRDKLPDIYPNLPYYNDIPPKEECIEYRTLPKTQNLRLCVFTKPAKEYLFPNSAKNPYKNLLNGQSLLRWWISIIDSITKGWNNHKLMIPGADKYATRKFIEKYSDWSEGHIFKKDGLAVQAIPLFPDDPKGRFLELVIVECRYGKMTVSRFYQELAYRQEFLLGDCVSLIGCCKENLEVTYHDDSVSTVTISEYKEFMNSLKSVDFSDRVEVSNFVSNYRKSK
MITF TRPM1 HTS: increases MITF-driven TRPM1 promoter luciferase signal | SK-MEL-5 TRPM1-promoter luciferase, 24 h; % of positive control, neutral wells = 0 | hit rate 0.75% among 300,000 | AID 588334 | activation, % at 12.5 µM;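 active means mean activation of at least 80% with every replicate also reaching 80%; inconclusive means mean reaches 80% but some replicate falls short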;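 further: 0% = neutral control wells and 100% = parthenolide positive control wells; values of inactives mirror those of a sister screen read the other way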
Wnt act: activators of Wnt/beta-catenin signaling; Wnt/beta-catenin reporter cell assay, activator, plate reader; activation, % at 9.35 µM; hit rate 1.2% among 300,000; AID 743398; in the data active means activation above about 30%, passing the limit was not always enough; inconclusive means no clear call, values can overlap the other calls;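 further: 0% = neutral control wells and 100% = positive control wells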
SR-BI HDL uptake: inhibitors of mouse SR-BI mediated HDL lipid uptake | hit rate 0.96% among 320,000 | inhibition, % at 12.5 µM | Q61009 | ldlA[mSR-BI] CHO cells, DiI-HDL uptake fluorescence, 3 h;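 active means mean replicate inhibition of at least 70% and a set share of replicates each scoring 70 or more; inconclusive means meets just one of the two criteria; inactive means fails both criteria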;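 further: 0% = median of neutral control wells and 100% = median of positive control wells; values of inactives mirror those of a sister screen read the other way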
PvdQ inh: P. aeruginosa PvdQ acylase inhibition; hit rate 0.063% among 340,000; AID 488965; purified PvdQ acylase, fluorescence plate reader; inhibition, % at 10 µM; in the data active means inhibition above about 30%, passing the limit was not always enough; inconclusive means no clear call, values can overlap the other calls;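 further: 0% = vehicle neutral wells and 100% = reference inhibitor wells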
CDK5 p35 inh: CDK5/p35 (human) kinase inhibition. Q00535+Q15078. Recombinant CDK5/p35, ADP-Glo luminescence, 60 min. inhibition, % at 10 µM. hit rate 0.01% among 330,000;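 active means highest replicate inhibition of at least 50% and at least 75% of replicates reaching 50%; inconclusive means only one of the two criteria met; inactive means both criteria failed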;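 further: plate controls were DMSO neutral control for no effect and GW8510 at 10 µM for full effect; many of its hits are not listed in these tables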
cardiac RTF act: increases calcium sensitivity of human cardiac regulated thin filaments. AID 493008. P19429+P45379. activation, % at 7.2 µM. hit rate 0.24% among 340,000. IANBD-labeled TnC RTF fluorescence at EC20 calcium; 0% EC20 calcium, 100% full calcium;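 active means activation above the mean over all tested compounds plus 3 SD, cut at about 30% in these data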;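 further: rise in fluorescence read as greater calcium sensitivity of cardiac thin filaments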
SR-BI uptake up: SR-BI HDL lipid transfer activation | CHO ldlA[mSR-BI] cells, DiI-HDL uptake fluorescence, 3 h; 100 = double the neutral-control signal | activation, % at 12.5 µM | hit rate 0.096% among 320,000 | AID 504775;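 active means mean replicate activation of at least 60% and every replicate at or above 60%; inconclusive means mean or all-replicate condition met, but not both; inactive means mean below 60% and not all replicates reaching 60%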;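 further: 0% = median plate neutral-control signal and 100% = twice that signal; values of inactives mirror those of a sister screen read the other way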
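Material – SR-BI-overexpressing, LDLR-lacking CHO cells · Medium – BSA-supplemented, HEPES-buffered Ham's F12, pH 7.4 · Doses – single concentration · Times – compound with DiI-HDL co-incubation, 3 h at 37 °C · Measured by – bottom-read fluorescence, 550/595 nm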
HTR5A ag ctr: HTR5A agonism, opioid heterodimer counter-screen | P47898 | HTR5A agonist assay, luminescence, cell-based | activation, % at 9.3 µM | hit rate 0.61% among 340,000 | AID 504692; in the data active means activation mostly above about 9.5%, no sharp cut-off; inactive means mostly below about 7.6%;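 further: 0% = cells with vehicle only and 100% = reference agonist; strong numbers were not always called active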
Target sequence (P47898 whole entry, looked up): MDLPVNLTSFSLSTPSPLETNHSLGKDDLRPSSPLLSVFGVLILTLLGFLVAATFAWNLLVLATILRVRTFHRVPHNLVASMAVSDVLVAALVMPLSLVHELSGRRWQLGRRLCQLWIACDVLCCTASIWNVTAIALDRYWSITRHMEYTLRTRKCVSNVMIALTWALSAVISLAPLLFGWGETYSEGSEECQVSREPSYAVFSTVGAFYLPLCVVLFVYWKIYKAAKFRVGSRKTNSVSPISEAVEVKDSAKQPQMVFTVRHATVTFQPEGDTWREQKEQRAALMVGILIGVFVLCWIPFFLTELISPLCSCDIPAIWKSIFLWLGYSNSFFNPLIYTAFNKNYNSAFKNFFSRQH
dFosB act: mouse delta FosB homodimer activation; activation, % at 25 µM; P13346; hit rate 0.99% among 340,000; purified delta FosB, TAMRA-CDK5 oligo fluorescence polarization; percent of positive-control signal above neutral wells;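 active means mean activation above about 17%, with every replicate also reaching it, limit read from the data, passing the limit was not always enough; inconclusive means only one of the two conditions met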;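 further: fluorescence polarization rise as delta FosB binds a TAMRA Cdk5 AP-1 oligo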
Target sequence (P13346 whole entry, looked up): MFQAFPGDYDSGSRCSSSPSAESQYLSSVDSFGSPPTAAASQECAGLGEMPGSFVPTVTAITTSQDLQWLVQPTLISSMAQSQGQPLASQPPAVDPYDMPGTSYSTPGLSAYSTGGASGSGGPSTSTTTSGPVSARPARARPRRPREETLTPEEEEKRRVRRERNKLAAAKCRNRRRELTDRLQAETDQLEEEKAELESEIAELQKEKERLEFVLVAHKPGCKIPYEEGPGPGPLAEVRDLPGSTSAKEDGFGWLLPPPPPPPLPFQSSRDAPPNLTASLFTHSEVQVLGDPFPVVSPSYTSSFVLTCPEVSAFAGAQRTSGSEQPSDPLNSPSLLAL
* hit, by the source's call; ? = inconclusive; / = not tested or not shown.

SMILES	Rtt109 Vps75	MITF TRPM1 HTS	Wnt act	SR-BI HDL uptake	PvdQ inh	CDK5 p35 inh	cardiac RTF act	SR-BI uptake up	HTR5A ag ctr	dFosB act
Oc1ccc(N2CCN(C(c3ccncc3)c3nnnn3C3CCCC3)CC2)cc1 (stereo not given)	-12	-1	5	-28	-9	0.1	1	28	4	-6
COc1ccc2nc(C)cc(SCC(=O)Nc3c(C)cc(C)cc3C)c2c1	2	8	/	-4	-4	8.5	-5	4	-1	8
C/C=C/C=C/C(=O)[C@@H]1[C@@H]([C@]2(C)OC(=O)C(C)=C2O)[C@H]2/C(=C(O)/C=C/C=C/C)C(=O)[C@]1(C)C(=O)C2(C)O (stereo not given in full)	15	1	3	-35	0	-1.2	2	35	2	-26
O=C(CNCc1ccc(F)cc1)Nc1ccccc1-c1ccccc1	-1	4	-1	16	-12	0.5	-7	-16	4	-5
C#CC[N+]1(CC#Cc2ccccc2)CCCCC1	-2	-5	-1	-12	-13	-2.3	8	12	2	4
CSc1nc2nc3c(cc2c(=O)n1-c1ccccc1)COC(C)(C)C3	-3	5	-3	-23	-1	-1.5	3	23	0	-8
COc1ccccc1Nc1nc(Cl)nc(NC(C)(C)C)n1	3	-6	0	26	1	0.1	0	-26	0	-14
CCC(C)c1c(O)nc(SCC(=O)N2CCOCC2)[nH]c1=O (stereo not given)	8	-3	/	-1	4	0.2	3	1	-1	-3
COc1cc(C)c(S(=O)(=O)NOCc2ccccc2)c(C)c1C	-6	/	2	42	4	0.7	2	-42	-2	-2
COc1ccc(/C=C2/SC(=O)N(CCC(=O)Nc3ccc(S(=O)(=O)Nc4nccs4)cc3)C2=O)cc1	4	31	/	11	-7	0.2	12	-11	-2	?
O=C(c1cc(-c2ccccc2Cl)on1)N1CCCC1	-13	-8	8	22	-7	1.0	-2	-22	4	-3
CCSc1nc2c(c(=O)[nH]c(=O)n2C)n1Cc1ccc(Cl)cc1	-5	-5	1	-3	9	1.4	2	3	2	11
CCn1c(=O)c(=O)[nH]c2c(=O)oc3ccc(S(=O)(=O)Nc4ccc(OC)cc4)cc3c21	-12	-12	2	/	4	-1.1	-8	/	-1	1
CC(=O)N1CCc2cc(S(=O)(=O)NCc3ccc(C)cc3)ccc21	-5	-1	1	8	-11	1.0	-1	-8	2	7
CCOc1ccc(OCC(=O)Nc2ccc(S(N)(=O)=O)cc2)cc1	1	15	0	-8	2	-1.0	0	8	1	-3
O=C(COc1ccc([N+](=O)[O-])cc1Cl)NCCc1ccccc1	-4	13	/	/	-10	0.0	2	/	6	1
Cc1ccc(NS(=O)(=O)c2ccc(C(C)(C)C)cc2)cn1	-1	-8	-1	3	-13	0.4	-1	-3	0	-4
CCCOc1ccc(C(=O)CCC(=O)OCC(=O)N(C)c2c(N)n(Cc3ccccc3)c(=O)[nH]c2=O)cc1	-9	-13	0	-10	-17	-1.2	-3	10	1	-4
CCCN1C(=O)/C(=C/c2ccc(OCC(=O)OCC)cc2)NC1=S	12	14	-1	-11	5	-0.4	5	11	-3	-7
CCCNC(=O)COc1ccccc1[N+](=O)[O-]	3	-2	10	-14	-18	-1.2	1	14	0	4
CCOc1ccc(S(=O)(=O)Nc2nc3ccc(OC)cc3s2)cc1	-3	0	/	-16	-9	-1.1	-3	16	0	-3
COC(=O)N1[C@H](C)C=C[C@]1(Cc1ccccc1)C(=O)OC	-11	-2	2	-8	-12	0.5	-4	8	4	7
N#C/C(=C\c1ccccc1C(=O)O)c1nc2ccccc2[nH]1	3	-21	1	10	-17	-1.5	1	-10	-2	-4
C=C(C)C1CC=C(C)/C(=N/NC(=O)C2CC2c2ccccc2)C1 (stereo not given)	-1	-1	-2	22	0	-0.7	-4	-22	-7	-7
COc1ccc(-c2coc3cc(O[C@@H]4O[C@H](CO)[C@@H](O)[C@H](O)[C@H]4O)ccc3c2=O)cc1	3	57	?	-28	1	-1.1	1	28	-5	1
CCOc1ccc2nc(NC(=O)/C=C/c3ccc4c(c3)OCO4)sc2c1	1	-4	-2	?	-16	-4.5	0	-70	0	5
O=C(Nc1cccnc1)c1ccc(N2CCCC2)c([N+](=O)[O-])c1	3	50	?	26	-2	1.1	-2	-26	-2	2
Cc1cc(OCC(=O)Nc2sc3c(c2C#N)CC(C)(C)NC3(C)C)c(C(C)C)cc1Cl	-6	-1	-4	19	-19	1.2	-8	-19	-3	62*
COc1cccc(-c2ccc(C#N)c(OC(=O)c3ccc(Cl)cc3)n2)c1	3	-4	/	-6	-9	-0.1	-1	6	2	-8
O=C(COC(=O)C1C2CC3OC(=O)C1C3C2)Nc1ccc(Br)cc1 (stereo not given)	0	-2	-1	-1	-11	3.2	-4	1	-11	-7
C[C@@H](CSc1ccccc1)CN1CC[C@H](O)CCC1=O	4	13	0	-13	5	-0.2	6	13	1	6
COc1ccccc1Cn1c(=S)[nH]c2ccc(F)cc2c1=O	-5	3	-1	6	-12	-1.7	-2	-6	0	0
C/C(=N\Nc1nc2ccccc2nc1C)c1ccccc1O	8	10	22	?	10	2.2	3	-76	6	0
Cc1cc(-c2cccs2)nc(-n2cccc2)n1	1	14	/	13	-21	1.5	-1	-13	1	-5
O=C(CSc1nnnn1C1CC1)N1CCN(c2ccccc2F)CC1	6	8	-2	-14	-4	-2.5	3	14	1	-5
COc1ccc(NS(=O)(=O)c2ccc(C)c(C(=O)NC3CCN(Cc4ccccc4)CC3)c2)cc1	21	-11	-3	13	2	0.9	3	-13	5	-9
CCOc1ccc(NC(=O)COn2nnc3ccc(S(=O)(=O)N4CCOCC4)cc32)cc1	10	1	-8	13	-1	1.6	1	-13	-1	-5
O=C(/C=C/c1cccc(F)c1)Nc1nccs1	-11	58	21	12	-16	-0.9	1	-12	0	-7
COc1ccc(OC(=O)COc2ccc(Cl)cc2)cc1	-2	5	0	-16	-13	-2.0	8	16	5	-4
O=C(N/N=C/c1ccc(Br)o1)/C(=C/c1ccc([N+](=O)[O-])cc1)NC(=O)c1ccccc1	11	5	-2	56	-4	2.5	6	-56	1	-4
O=C(Nc1cccc(NC(=O)c2ccc(-c3cccc(Br)c3)o2)c1)c1ccco1	-1	16	/	39	-7	2.5	8	-39	5	-11
CCN(CC)c1ccc(/C=N/N2C(=O)c3ccccc3C2=O)cc1	-1	-5	3	-3	-14	0.3	4	3	0	-7
CN1CCCN(S(=O)(=O)c2cccc(C(F)(F)F)c2)c2nc3ccccc3nc21	11	/	12	2	6	2.2	5	-2	0	-6
Cc1c(C(c2ccc([N+](=O)[O-])cc2)c2c(C)n(C)n(-c3ccccc3)c2=O)c(=O)n(-c2ccccc2)n1C	6	-8	/	0	9	-2.3	-1	0	0	-6
COC(=O)c1c(NC(C)=O)sc2c1CCCCC2	-1	-2	/	-27	-7	-5.6	7	27	-1	4

Ordered by heavy-atom count (low to high): three of the compounds above.
SMILES	Rtt109 Vps75	MITF TRPM1 HTS	Wnt act	SR-BI HDL uptake	PvdQ inh	CDK5 p35 inh	cardiac RTF act	SR-BI uptake up	HTR5A ag ctr	dFosB act
Cc1cc(-c2cccs2)nc(-n2cccc2)n1	1	14	/	13	-21	1.5	-1	-13	1	-5
C[C@@H](CSc1ccccc1)CN1CC[C@H](O)CCC1=O	4	13	0	-13	5	-0.2	6	13	1	6
CCOc1ccc(NC(=O)COn2nnc3ccc(S(=O)(=O)N4CCOCC4)cc32)cc1	10	1	-8	13	-1	1.6	1	-13	-1	-5

The listing picks up, starting two compounds before the break.
SMILES	Rtt109 Vps75	MITF TRPM1 HTS	Wnt act	SR-BI HDL uptake	PvdQ inh	CDK5 p35 inh	cardiac RTF act	SR-BI uptake up	HTR5A ag ctr	dFosB act
Cc1c(C(c2ccc([N+](=O)[O-])cc2)c2c(C)n(C)n(-c3ccccc3)c2=O)c(=O)n(-c2ccccc2)n1C	6	-8	/	0	9	-2.3	-1	0	0	-6
COC(=O)c1c(NC(C)=O)sc2c1CCCCC2	-1	-2	/	-27	-7	-5.6	7	27	-1	4
Cc1cc(C)cc(NC(=O)Nc2c(Br)cnn2C)c1	2	-10	/	-5	-16	1.3	-2	5	5	-7
CC/C(=N\NC(=O)c1ccoc1C)c1ccc(C)o1	3	12	10	17	-2	0.5	-3	-17	2	-3
Clc1ccc(N=C2SCC3CCCCN23)cc1 (stereo not given)	-4	97*	16	25	8	6.4	0	-25	4	4
COc1ccc2nc(NNC(=O)C3COc4ccccc4O3)sc2c1 (stereo not given)	6	/	26	-37	-11	0.9	6	37	-1	-6
O=C(CN1CCN(S(=O)(=O)c2ccccc2[N+](=O)[O-])CC1)NC(=O)NCc1ccco1	3	-3	3	-1	-13	-0.9	5	1	8	-6
Cc1nn(C)cc1S(=O)(=O)N1CCCC(C(=O)O)C1 (stereo not given)	2	3	0	-19	-10	-9.2	-3	19	-1	2
Cn1c(SCC(=O)Nc2ccc3c(c2)n(C)c(=O)n3C)nnc1-c1ccncc1	-11	-2	5	-4	-16	-9.4	0	4	-1	-6
C/C(Cl)=C\COc1cc(C)nc2c(Br)cccc12	/	0	0	14	-4	-0.6	-2	-14	-1	-3
CCN(C(=O)c1c(C)cc(=O)oc1C)c1ccc2c(c1)OCO2	-4	-6	-2	-15	8	-0.2	6	15	4	10
Cc1ccc2cc(CN(CC(C)C)C(=O)C3CCCO3)c(=O)[nH]c2c1 (stereo not given)	0	/	/	9	-15	0.1	2	-9	2	3
CCC(=O)Nc1cc(C(=O)NCC2CCCN2CC)c(OC)cc1N(C)C (stereo not given)	-18	-1	-2	0	-6	1.4	6	0	4	0
O=C(CSc1ncnc2nc[nH]c12)c1ccc([N+](=O)[O-])cc1	2	-1	6	9	-18	-0.7	2	-9	-5	-8
O=C(CSCc1c(Cl)cccc1Cl)Nc1nccs1	4	/	/	-13	-8	3.1	3	13	1	4

Compounds shown so far with a COOH group:
SMILES	Rtt109 Vps75	MITF TRPM1 HTS	Wnt act	SR-BI HDL uptake	PvdQ inh	CDK5 p35 inh	cardiac RTF act	SR-BI uptake up	HTR5A ag ctr	dFosB act
N#C/C(=C\c1ccccc1C(=O)O)c1nc2ccccc2[nH]1	3	-21	1	10	-17	-1.5	1	-10	-2	-4
Cc1nn(C)cc1S(=O)(=O)N1CCCC(C(=O)O)C1 (stereo not given)	2	3	0	-19	-10	-9.2	-3	19	-1	2
